# Assay outcomes as filed in PubChem.
# AMA1 RON2 block = qHTS for Inhibitors of AMA1-RON; Towards Development of Antimalarial Drug Lead: Primary Screen; Potency, µM (series often up to 58.2 µM), for the others: top-dose activity change, negative = inhibition, actives largely listed as inhibitors; AID 720542, 2013; 360,000 tested, 0.2% active; AlphaScreen AMA1-biotinylated RON2 peptide binding;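 also: potency is read from the fitted curve at half-maximal effect; 0% = vehicle wells and -100% = peptide control; nearly all actives have a fitted effect of over 45% in size; some results filed as inactive show a strong effect at the top dose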
#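 AMA1 (3D7) with his tag at 25 nM final met compounds first, then biotinylated RON2 peptide at 25 nM; detection used donor plus acceptor beads, 10 µg/mL apiece, read by AlphaScreen after 30 min at room temperature.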
# AmpC inh detg = qHTS Inhibitors of AmpC Beta-Lactamase (assay with detergent); P00811; AmpC hydrolysis of nitrocefin, absorbance 480 nm, 0.01% Triton; Potency, µM (titrated, usually from 114 µM), for inactives: at the highest dose activity change, negative = inhibition, usual class: inhibitors; 370,000 tested, 0.041% active; AID 485294, 2010;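 also: potency is read from the fitted curve at half-maximal effect; 0% = no-compound wells and -100% = no-enzyme wells; nearly all actives have a fitted effect of over 25% in size; some results filed as inactive show a strong effect at the top dose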
# Target sequence (P00811 whole entry, looked up): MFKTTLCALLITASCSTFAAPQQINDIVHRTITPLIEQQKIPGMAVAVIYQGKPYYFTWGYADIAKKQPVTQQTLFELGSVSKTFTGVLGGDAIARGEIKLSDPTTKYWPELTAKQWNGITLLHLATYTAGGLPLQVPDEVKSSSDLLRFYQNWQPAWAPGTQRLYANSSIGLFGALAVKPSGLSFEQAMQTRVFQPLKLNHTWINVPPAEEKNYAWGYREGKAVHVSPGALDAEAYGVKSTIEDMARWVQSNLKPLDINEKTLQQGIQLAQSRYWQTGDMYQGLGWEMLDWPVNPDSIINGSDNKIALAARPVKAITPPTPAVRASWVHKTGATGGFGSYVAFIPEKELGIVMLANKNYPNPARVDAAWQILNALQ
#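 AmpC (5.3 nM in the dispensed reagent) in 20 mM phosphate pH 7.0 with 0.01% (detergent screen) or 0.0001% Triton X-100 was preincubated with compounds for 15 min at room temperature. Nitrocefin was then added from an 800 uM solution, and hydrolysis was followed at 480 nm.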
# Sm TGR inh = qHTS Assay for the Inhibitors of Schistosoma Mansoni Peroxiredoxins | purified TGR, DTNB reduction, TNB absorbance 405 nm | Schistosoma mansoni thioredoxin glutathione reductase (TGR), Q962Y6 | AID 485364, 2010 | Potency, µM (series often up to 114 µM), for inactives: top-dose activity change, negative = inhibition, hits mostly inhibitors | 360,000 tested, 3% active; also: potency is read from the fitted curve at half-maximal effect; nearly all actives have a fitted effect of over 60% in size
#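 TGR 20 nM + NADPH 100 uM (dispensed conc.), cpd preinc 15 min RT; start with NADPH (500 uM addition) then DTNB (15 mM addition). Kinetic TNB absorbance, 405 nm filter. Four-parameter Hill fit across titration.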
# Tb PYK inh = qHTS of Trypanosoma Brucei Inhibitors; pyruvate kinase (Trypanosoma brucei), Q57TT1; TbPYK enzyme, Kinase-Glo Plus ATP luminescence, 45 min; Potency, µM (doses to about 76.8 µM), inactives show at the top dose activity, negative = inhibition, usual class: inhibitors; 410,000 tested, 0.12% active; also: potency is read from the fitted curve at half-maximal effect; nearly all actives have a fitted effect of over 50% in size
#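 Assay buffer: 50 mM TEA pH 7.2, 100 mM KCl, 10 mM MgCl2, 0.05% BSA, 0.01% Tween-20. Pyruvate kinase from T. brucei plus substrate met compound, then ADP (130 uM final). Luminescence was read post 45 min RT.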
# AmpC no deterg = qHTS Inhibitors of AmpC Beta-Lactamase (assay without detergent). Potency, µM (highest dose often 57.1 µM), inactives show at the top dose activity change, negative = inhibition, usual class: inhibitors. AID 485341, 2010. AmpC nitrocefin hydrolysis, absorbance 480 nm, 0.0001% Triton. 330,000 tested, 0.52% active. P00811;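 also: potency is read from the fitted curve at half-maximal effect; plate controls were no compound for no effect and no enzyme for full effect; nearly all actives have a fitted effect of over 20% in size; some results filed as inactive show a strong effect at the top dose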
#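 20 mM phosphate pH 7.0 + 0.01% (detergent screen) or 0.0001% Triton X-100; 5.3 nM AmpC reagent; cpd preinc 15 min RT; nitrocefin (800 uM stock) to start; A480 q20 s × 4 min; Activity was normalised to no-enzyme and no-compound control wells.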
# HCMV inh = qHTS Assay for inhibitors of the human cytomegalovirus (HCMV). 410,000 tested, 4.5% active. HFF cells, HCMV-luciferase reporter, 72 h; hits give low values. activity change, negative = inhibition, % at 57.5 µM; in the data active = activity change below about -60%; inconclusive = no clear call, values can overlap the other calls; inactive = above about -39%
#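 Compounds were evaluated in HFFs infected with an HCMV luciferase reporter virus (MOI 1 PFU/cell). Luciferase in lysates collected 72 h post infection served as the replication measure.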
# LmPK inhibitor = qHTS Assay for Inhibitors of Leishmania Mexicana Pyruvate Kinase (LmPK) | Q27686 | purified LmPK, Kinase-Glo ATP luminescence, 1 h | Potency, µM (top dose mostly 57.5 µM), without a hit: at the highest dose activity change, negative = inhibition, most hits filed as inhibitors | 290,000 tested, 0.37% active; also: potency is read from the fitted curve at half-maximal effect
# Target sequence (Q27686 whole entry, looked up): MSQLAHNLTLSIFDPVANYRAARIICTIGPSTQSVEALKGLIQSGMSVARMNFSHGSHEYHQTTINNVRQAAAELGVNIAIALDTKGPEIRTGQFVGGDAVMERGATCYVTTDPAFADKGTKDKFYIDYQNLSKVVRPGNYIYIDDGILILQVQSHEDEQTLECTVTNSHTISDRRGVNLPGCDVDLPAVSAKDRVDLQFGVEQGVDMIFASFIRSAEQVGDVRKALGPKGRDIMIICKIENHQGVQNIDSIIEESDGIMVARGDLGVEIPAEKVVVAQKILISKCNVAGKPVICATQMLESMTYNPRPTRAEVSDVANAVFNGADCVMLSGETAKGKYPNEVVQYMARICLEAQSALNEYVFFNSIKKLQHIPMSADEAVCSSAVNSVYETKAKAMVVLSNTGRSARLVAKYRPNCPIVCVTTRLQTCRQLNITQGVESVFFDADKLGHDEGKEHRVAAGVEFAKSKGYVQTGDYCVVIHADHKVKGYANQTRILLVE
#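 Pyruvate kinase activity monitored as ATP production (luciferase luminescence). Conditions: 0.1 nM enzyme, 0.5 mM PEP, 0.1 mM ADP, 1 h, RT; normalized against uninhibited and no-enzyme wells.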
# An asterisk follows results filed as active; ? = inconclusive; / = no result given; & = joins results of further samples; [ ] = dose if it differs, or a comment. Unless noted, calls follow the shape of the dose curve; as a rule, active = well fitted curve in the direction sought with a large enough effect; inconclusive = small, poorly fitted or top-dose-only effect, or another doubt; inactive = no such curve, though single readings can be large; an effect the other way counts as inactive or inconclusive. Unless noted, % is scaled to controls: 0 for no effect and ±100 for the full control effect.
SMILES,AMA1 RON2 block,AmpC inh detg,Sm TGR inh,Tb PYK inh,AmpC no deterg,HCMV inh,LmPK inhibitor
COc1ccc(S(=O)(=O)N(C)C[C@@H]2OCCCC[C@H](C)Oc3ccc(NC(=O)Nc4ccc(C(F)(F)F)cc4)cc3C(=O)N([C@H](C)CO)C[C@H]2C)cc1,-8%,/,/,6%,/,-14,/
CCOc1ccccc1C(=O)N1CCC(n2nnc3cc(C(F)(F)F)ccc32)CC1,5%,1%,-24%,2%,-9%,1,5%
COc1ccc2c(c1OC)C(=O)N(c1cccc(C)c1)C2,-1%,-10%,-3%,-16%,-30%,193,14µM*
C=CC[C@@H](Cc1ccc(F)cc1)C(=O)OC[C@H]1CCCN1C(=O)[C@@H](CC=C)CC(=O)N[C@@H](CO)Cc1ccccc1,-8%,/,/,7%,253%[activator],-17,/
COc1ccc(CC(=O)N2CCC(n3nccc3NC(=O)C3CC3)CC2)cc1,17%,3%,-13%,7%,1%,44,-5%
O=C(NCc1cccc(Br)c1)C1CC(c2ccc(C(F)(F)F)cc2)=NO1 (stereo not given),3%,/,/,3%,/,-2,/
CN(Cc1ccccc1)C(=O)COC(=O)c1cncc(Br)c1,-3%,-3%,1%,1%,-3%,-30,-4%
COc1cccc(CNc2ccc3[nH]c(=O)[nH]c3c2)c1OCc1ccccc1Cl,?,-11%,?,-8%,-1%,-36,2%
Cc1cccc(C)c1OCc1cc(C(=O)N2CCN(c3ccccn3)CC2)no1,2%,-17%,4%,-3%,94%[activator],0,-11%
COc1ccc(CN2CCC(Oc3ccc(C(=O)N4CCCCC4)cc3)CC2)cc1C,-3%,?,0%,-10%,87%[activator],-10,2%
CCCn1c(=O)c2ccccc2n2c(SCC(=O)NCc3cccs3)nnc12,-2%,-9%,13%[11.4 µM],1%,-1%,-24,5%
CCN(CC(=O)Nc1ccc(NC(C)=O)cc1)C(=O)CN1C(=O)C2CCCCC2C1=O (stereo not given),6%,-1%,-6%,-8%,-11%,-9,/

# Full records, looked up by structure. Screens in order: AMA1 RON2 block | AmpC inh detg | Sm TGR inh | Tb PYK inh | AmpC no deterg | HCMV inh | LmPK inhibitor
# `CCOc1ccccc1C(=O)N1CCC(n2nnc3cc(C(F)(F)F)ccc32)CC1` is listed as 5% | 1% | -24% | 2% | -9% | 1 | 5%
# `COc1ccc(CC(=O)N2CCC(n3nccc3NC(=O)C3CC3)CC2)cc1` is listed as 17% | 3% | -13% | 7% | 1% | 44 | -5%
# `COc1cccc(CNc2ccc3[nH]c(=O)[nH]c3c2)c1OCc1ccccc1Cl` is listed as ? | -11% | ? | -8% | -1% | -36 | 2%
# `CCCn1c(=O)c2ccccc2n2c(SCC(=O)NCc3cccs3)nnc12` is listed as -2% | -9% | 13%[11.4 µM] | 1% | -1% | -24 | 5%
# `CCN(CC(=O)Nc1ccc(NC(C)=O)cc1)C(=O)CN1C(=O)C2CCCCC2C1=O` (stereo not given) is listed as 6% | -1% | -6% | -8% | -11% | -9 | /

# Next entries
SMILES,AMA1 RON2 block,AmpC inh detg,Sm TGR inh,Tb PYK inh,AmpC no deterg,HCMV inh,LmPK inhibitor
COc1ccc(-c2noc(-c3cccc(OC)c3OC)n2)cc1,/,26%,-2%,-5%,/,40,/
Fc1ccccc1-c1[nH]ncc1-c1nnnn1-c1ccccc1,2%,4%,8%,-1%,-17%,?,-3%
CCC(CC)C(=O)c1c[nH]c(C(=O)NCc2ccncc2)c1,0%,-11%,2%,4%,-7%,-27,-7%
NC(=O)c1ccc([N+](=O)[O-])cc1SCc1ccccc1,-3%,?,4%,2%,-34%,-20,1%
O=C(c1cccc(F)c1)n1nnc2ccccc21,5%,?,35µM*,-2%,-21%,12,0%
O=C(CC1SC(=Nc2ccccc2)N(CCO)C1=O)Nc1ccccc1 (stereo not given),19%,0%,8%,4%,55%,-28,3%
Cc1ccc(C)c(S(=O)(=O)N(C)Cc2cccs2)c1,35%[activator],16%,8%,-12%,6%,6,/
CCSc1n[nH]c2nc3c(c(=O)n12)C1(CCCC1)Cc1ccccc1-3,8%,0%,-23%,-5%,-30%,-3,2%
CCNc1nc(Cl)nc(NC(C)C)n1,9%,-1%,-12%,0%,-8%,22,4%
O=C(Nc1ccccc1)c1ccc(S(=O)(=O)N2CCCCC2)cc1,-3%,-5%,-4%,-3%,-15%,?,8%
COc1cc(/C=N/Nc2ccc(Cl)c(C(=O)O)c2)ccc1OC(=O)c1ccco1,0%,?,-34%,-5%,-34%,55,2%
COc1ccc(-n2c(-c3ccc(C(C)(C)C)cc3)n[nH]c2=S)c(OC)c1,95%[activator],/,/,?,/,11,/
O=C(NNc1nc2c(F)cccc2s1)C1=COCCO1,82%[activator],-13%,-1%,1%,-12%,-11,1%
Cc1ccccc1S(=O)(=O)Nc1nc2ccccc2nc1N1CCc2ccccc2C1,10%,-4%,-1%,6%,-7%,86,-4%
Cc1cc(Cl)ccc1OCCNC(=S)NC(=O)c1cccnc1,-8%,6%,0%,5%,-10%,59,3%
Cc1ccc(-n2c(=O)c3c4c(sc3n(Cc3cc(=O)n5ccccc5n3)c2=O)CCC4)cc1C,2%,8%&-7%,-4%&-12%,3%&-3%,-19%,12&-16,0%
O=C(NCc1ccc(F)cc1)N1CCN(S(=O)(=O)c2ccccc2F)CC1,-23%,-12%,13%,2%,-4%,-36,3%
CCCC[C@]12Cc3ccccc3C(O1)c1c(cc(-c3ccccc3)oc1=O)O2,/,-11%[22.9 µM],3.2µM*,/,-31%[11.4 µM],/,-7%[11.5 µM]
Cc1ccc(-c2csc(NC(=O)c3ccc(Br)cc3)c2C(=O)O)cc1,-6%,-10%,-8%,-9%,-45%,-95*,4%
COc1ccc(CN2CCCCC2c2cccnc2)cc1C (stereo not given),-5%,?,0%,0%,-13%,-5,-1%
CCc1ccc(-c2nc(SCC(=O)N(CC)C3CCS(=O)(=O)C3)n[nH]2)cc1 (stereo not given),-11%,0%,-2%,2%,-6%,68,/
CCc1cccc(NS(=O)(=O)c2ccc3c(c2)n(C)c(=O)n3C)c1,1%,0%,0%,2%,26%,-13,3%
COc1ccc(-c2cnc3c(NC=O)cc(-c4ccccc4OC)cn23)cc1OC,2%,/,/,-4%,/,-80*,/
O=C1OCCN1C(=O)[C@H]1[C@H](c2ccc([N+](=O)[O-])cc2)C(c2ccccc2)=NN1c1ccc(Br)cc1,-19%,/,/,2%,-28%,9,/
O=C(c1cccc(S(=O)(=O)N2CCc3ccccc32)c1)N1CCc2ccccc2C1,-13%,2%,-5%,7%,8%,20,/
COCc1cc(C)nc(SCC(=O)NC2CCCCC2C)c1C#N (stereo not given),6%,-12%,-6%,-4%,-6%,20,-1%
Cc1cccc(NC(=S)NC2CC3C=CC2C3)c1 (stereo not given),-10%,0%,8%,-6%,-20%,?,2%
Cc1ccc(O)c(-c2cc(-c3ccccc3C)[nH]n2)c1,53%[activator],-2%,1%,-1%,-11%,54,5%
CCc1nnc(NC(=O)C(NS(=O)(=O)c2ccc3c(c2)OCCO3)C(C)C)s1 (stereo not given),15%,?,-16%,-7%,-14%,40,-1%
CCOC(=O)CC(NC(=O)c1cc2c(=O)n3cccc(C)c3nc2s1)c1ccc(OCC(C)C)c(OC)c1 (stereo not given),/,-3%,-6%,2%,/,24,/
O=C1OC(Cc2ccccn2)C(=O)C1=C1SCCS1 (stereo not given),-3%,-12%,-4%,6%,-14%,?,0%
CCOc1ccc(NC(=O)CN(C)Cc2cc(=O)n3c(-c4ccccc4)csc3n2)cc1OCC,8%,?,-3%,6%,-15%[11.4 µM],15,-5%
COc1ccc(C2C(C(=O)Nc3ccc4c(c3)OCCO4)c3ccccc3C(=O)N2C)cc1 (stereo not given),0%,3%,-1%,1%,-12%,?,3%
COc1ccc(-c2cc(C#N)nc(Oc3ccc(Cl)cc3)n2)cc1,20%,1%,-6%,-5%,-19%,-33,3%
O=C(COC(=O)c1cc2ccccc2o1)NCc1ccco1,0%,-2%,-24%,-9%,-13%,5,/
Cc1ccc(OCCC(=O)OCC(=O)Nc2cc(C)nn2-c2ccccc2)cc1,3%,-13%,-18%,-1%,25%,-14,-4%
CCN(Cc1ccncc1)C(=O)CSc1ccc2ccccc2c1,15%,-10%,7%,-3%,39%,?,6%
CCOC(=O)c1sc(NC(=O)/C=C/c2cnn(CC)c2C)c(C(=O)OCC)c1C,29%,-10%,15%,-25%,-21%,-1,1%
Cc1cc(-c2nc3ccccc3s2)ccc1NC(=O)c1cc(Cl)ccc1Cl,/,-1%,8%,6%,/,-20,/
CCCCOC(=O)c1ccc(NC(=O)CC2NCCNC2=O)cc1 (stereo not given),/,0%,-1%,-4%,/,30,/
Fc1ccc(-c2csc(=S)[nH]2)cc1,101%[activator],-4%,-9%,?,-8%[2.29 µM],-7,3%
CCN(CC)c1ccc(C(=O)OCC(=O)NC2CCCCC2C)cc1 (stereo not given),48%[activator],?,0%,6%,-12%,-10,2%
CNC(=O)CC(C(=O)O)c1ccc(OCC(C)C)cc1 (stereo not given),1%,-2%,-13%,5%,-2%,7,-3%
CC(C)N(C(=O)[C@H]1CC(CC(=O)NCCN2CCOCC2)C(=O)N2CCc3c([nH]c4ccccc34)[C@]12C)C(C)C (stereo not given in full),-3%,/,/,-4%,315%[activator],1,/
Fc1ccc(NCc2ccccc2-c2nnc(-c3ccccc3Cl)o2)cc1Cl,/,12%,30%,-15%,/,35,/
COc1ccc(-c2cc(C)no2)cc1S(=O)(=O)N1CCCC(C)C1 (stereo not given),/,4%,4%,5%[15.4 µM],/,0,/
Cc1c(C(=O)O)oc2ccc(S(=O)(=O)N(CC(C)C)CC(C)C)cc12,-4%,-1%,-6%,-4%,-23%,8,-9%
CCOC(=O)N1CCN(Cc2oc(CO)cc(=O)c2O)CC1,-23%,-18%,0%,-11%,-9%,-26,7%
CCc1nnc(SCC(=O)Nc2cc(Cl)c(OC)cc2OC)c2cc3oc(C)cc3n12,/,22%,2%,-4%,/,9,/
CC(=O)C[C@H](O)CC(=O)[C@@H]1OC(=O)CCCCC/C=C/Cc2ccccc21,9%,/,/,-2%,181%[activator],?,/
